Assay outcomes from PubChem BioAssay.
KB-3-1 cytotox: qHTS assay for MDR1-selective chemotherapeutics: Primary screen using the parental adenocarcinoma cell KB-3-1 | AID 1347075, 2019 | KB-3-1 viability, CellTiter-Glo ATP luminescence, 72 h | hit rate 1.4% among 400,000 | Potency, µM (top dose mostly 46.1 µM), for inactives: at the top dose activity change, negative = cytotoxic, actives largely listed as cytotoxic; note: potency is the fitted concentration of half-maximal effect; % is set by controls: 0 for no effect and ±100 for the full control effect; nearly all actives have a fitted effect of over 60% in size
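Cytotoxicity measured as CellTiter-Glo luminescence after 72 h at 37 C. Compound titrations were pinned onto drug-naive KB-3-1 parental adenocarcinoma cells grown in DMEM with 10% FBS, and normalized data fitted to concentration-response curves.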
S2 tox: Viability Counterscreen for Primary qHTS for Inhibitors of ATXN expression | hit rate 0.49% among 400,000 | Potency, µM (series often up to 56.7 µM), hits mostly cytotoxic | S2 cells (HEK-293 line with an ATXN2-luciferase reporter) viability, CellTiter-Fluor protease fluorescence, 24 h; note: potency is the fitted concentration of half-maximal effect; nearly all actives have a fitted effect of over 40% in size
HT1080NT lethal: qHTS for induction of synthetic lethality in tumor cells producing 2HG: qHTS for the HT-1080-NT fibrosarcoma cell line; Potency, µM (doses to about 46.1 µM), without a hit: at the top dose activity, negative = less viability, hits mostly cytotoxic; HT-1080-NT fibrosarcoma viability, CellTiter-Glo ATP luminescence, 48 h; AID 686970, 2013; hit rate 1.6% among 360,000;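 note: NT is the 2HG producing partner of a matched IDH1 knockdown line; potency is the fitted concentration of half-maximal effect; 0% = DMSO-treated cells and -100% = media-only wells without cells; nearly all actives have a fitted effect of over 55% in size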
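750 cells/well, RPMI + 5% FBS; 2 h settle, compound pin-transfer, 48 h at 37 degrees C. CellTiter-Glo 10 min RT, luminescence. Normalized to DMSO and media-only wells.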
HT1080 IDH1KD tx: qHTS for induction of synthetic lethality in tumor cells producing 2HG: qHTS for the HT-1080-IDH1KD cell line. HT-1080 IDH1 knockdown viability, ATP luminescence, 48 h. Potency, µM (titrated, usually from 46.1 µM), inactives show top-dose activity, negative = toxicity, actives largely listed as cytotoxic. AID 686971, 2013. hit rate 2% among 360,000;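 note: potency is the fitted concentration of half-maximal effect; 0% = DMSO wells and -100% = cell-free medium wells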
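Using the IDH1-knockdown HT-1080 line run in the same batch and compound series as the NT line, viability after 48 h at 37 °C was determined by CellTiter-Glo luminescence and expressed as % activity.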
SW480 rereplic: A quantitative high throughput screen for small molecules that induce DNA re-replication in SW480 colon adenocarcinoma cells. Potency, µM (titrated, usually from 46.1 µM), for inactives: top-dose re-replication activation, hits mostly activators. hit rate 1.8% among 340,000. AID 624297, 2012. SW480 DNA re-replication, Hoechst DNA content imaging, 48 h; note: potency is the fitted concentration of half-maximal effect; % of control where 0% means no effect; nearly all actives have a fitted effect of over 55% in size
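Image-based read-out: total Hoechst fluorescence of nuclei (405 nm excitation, 500-530 nm emission), with hits raising the fraction of high-intensity nuclei. SW480 colon cells incubated 48 hr with compounds at 37 C.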
IL-1B inflam inh: qHTS for Inhibitors of Inflammasome Signaling: IL-1-beta AlphaLISA Primary Screen. THP-1 LPS/ATP IL-1B secretion, AlphaLISA, 16 h; hits give low values. activity change, % at 57.5 µM. hit rate 4.7% among 360,000. AID 743279, 2014; in the data active = activity change below about -50%; inconclusive = mostly about -30% to -49%; note: % is set by controls: 0 for no effect and ±100 for the full control effect
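Secreted IL-1B measured by AlphaLISA bead assay after 16 h compound exposure of THP-1 cells; compounds (final up to 57.5 uM) added 1 h before LPS (250 ng/mL) and ATP (1.25 mM) stimulation; lower signal means less secretion.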
HepG2 tox: qHTS for Inhibitors of TGF-b: Cytotox Counterscreen | HepG2 CAGA-GFP viability, ATP luminescence, 18 h | Potency, µM (titrated, usually from 46.1 µM), for the others: at the highest dose activity change, negative = cytotoxicity, hits mostly cytotoxic | hit rate 0.76% among 410,000; note: potency is the fitted concentration of half-maximal effect; some results filed as inactive show a strong effect at the top dose
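HepG2 CAGA-GFP cells (1000/well, DMEM with 1% FBS) received compound, then TGF-beta at 500 pg/mL final, and were incubated 18 hours at 37 degrees C. Viability was read by CellTiter-Glo luminescence. Media-only wells were set as complete cell-killing and DMSO as no toxicity.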
MCF10A rereplic: A quantitative high throughput screen for small molecules that induce DNA re-replication in MCF 10a normal breast cells. MCF 10A DNA re-replication, Hoechst nuclear intensity, 48 h. hit rate 2.9% among 350,000. Potency, µM (series often up to 46.1 µM), for inactives: at the highest dose activity, positive = re-replication, usual class: activators. AID 624296, 2012; note: potency is the fitted concentration of half-maximal effect; % of control where 0% means no effect; nearly all actives have a fitted effect of over 50% in size
ATXN2 expr inh: Primary qHTS for Inhibitors of ATXN expression; HEK-293 ATXN2-luciferase reporter, luminescence, 24 h; Potency, µM (titrated, usually from 57 µM), without a hit: at the top dose activity change, negative = inhibition, most hits filed as inhibitors; hit rate 0.72% among 360,000; AID 1745845, 2022; note: potency is the fitted concentration of half-maximal effect; % is set by controls: 0 for no effect and ±100 for the full control effect; nearly all actives have a fitted effect of over 55% in size
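qHTS (up to 57 uM final) was run with 24 h compound exposure of reporter cells at 37 °C. Each well was multiplexed: SteadyGlo luminescence measured ATXN2-luciferase expression after a fluorogenic Gly-Phe-AFC viability readout (25 uM final).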
* marks the source's active call; other numbers are inactive results; i = inactive; ? = inconclusive; / = no result given; & = joins results of further samples; ! = not confirmed by another sample; [ ] = remark or other dose. Unless noted, calls come from the whole dose curve; as a rule, active = well fitted curve in the direction sought with a large enough effect; inconclusive = small, poorly fitted or top-dose-only effect, or another doubt; inactive = no such curve, though single readings can be large; an effect the other way counts as inactive or inconclusive. The order is random; about 8.9% have a hit in one of these screens.

SMILES | KB-3-1 cytotox | S2 tox | HT1080NT lethal | HT1080 IDH1KD tx | SW480 rereplic | IL-1B inflam inh | HepG2 tox | MCF10A rereplic | ATXN2 expr inh
NC(=S)NN=C(c1ccc(F)cc1)C1CC1 | 14% | ? | 12% | 17% | 1% | -86* | -29% | -2% | -1%
C/C(=N/NC(=O)c1cc(-c2ccccc2)nc2c(Cl)cccc12)c1cccnc1 | / | i | -3% | ? | 12% | -1 | -52% | 5% | ?
CCN(CC)C(=O)C1=C(C)N(CCCN2CCCC2=O)C(=O)C(CC(=O)NCc2cccc3ccccc23)C1 (configuration not stated) | 1% | i | 10% | -5% | / | 9 | -15% | / | 0%
Nc1nonc1C(=O)NCCNC(=O)c1cccs1 | -4% | i | -3% | 0% | 0% | 5 | 1% | -19% | 3%
C[C@H](CS)C(=O)N1CCC[C@H]1C(=O)O | 0% | i | 28% | 5% | -1%&-6%&0% | 26 | 3% | 16%&0%&2% | 2%&-6%
COCc1nnc(NC(=O)C2CC(=O)N(CCc3ccc(F)cc3)C2)s1 (configuration not stated) | -5% | i | -1% | -1% | -4% | 44 | -3% | 9% | 1%
Cn1c(NC(=S)Nc2ccccc2)nc2ccccc21 | -12% | i | 0% | -10% | 0% | -2 | -6% | -1% | 2%
Cc1cccc(CN2C(=O)c3ccccc3Sc3ccc(C(=O)NCCCN4CCOCC4)cc32)c1 | -2% | ? | ? | -16% | -6% | -19 | 11µM*! | 8% | -29%
O=C(Nc1ccccc1Cl)N1CCN(c2ccc3nnc(-c4ccccc4)n3n2)CC1 | 5% | i | 6% | -19% | -15% | -8 | -1% | -4% | ?
O=C(CC1NCCNC1=O)OCc1ccccc1 (configuration not stated) | 28% | i | -5% | 11% | ? | 18 | -17% | 1% | 7%

4 compounds already listed, arranged by the number in IL-1B inflam inh, highest first.
| Structure | IL-1B inflam inh |
| --- | --- |
| CCN(CC)C(=O)C1=C(C)N(CCCN2CCCC2=O)C(=O)C(CC(=O)NCc2cccc3ccccc23)C1 (configuration not stated) | 9 |
| Cn1c(NC(=S)Nc2ccccc2)nc2ccccc21 | -2 |
| O=C(Nc1ccccc1Cl)N1CCN(c2ccc3nnc(-c4ccccc4)n3n2)CC1 | -8 |
| Cc1cccc(CN2C(=O)c3ccccc3Sc3ccc(C(=O)NCCCN4CCOCC4)cc32)c1 | -19 |

More entries.
SMILES | KB-3-1 cytotox | S2 tox | HT1080NT lethal | HT1080 IDH1KD tx | SW480 rereplic | IL-1B inflam inh | HepG2 tox | MCF10A rereplic | ATXN2 expr inh
C[C@@H]1CNC(=O)c2c(C(=O)NC3CCN(C(=O)OC(C)(C)C)CC3)ncn21 | 0% | i | -1% | 0% | / | 22 | -3% | / | 2%
CS(=O)(=O)Nc1nnc(CCc2ccccc2)s1 | 3% | i | 3% | 10% | -5% | 13 | -4% | -13% | -15%
O=C(NC(=S)N1CCN(C/C=C/c2ccccc2)CC1)c1cccnc1 | -1% | i | -5% | 0% | -7% | 23 | -2% | 3% | -12%
Cc1cc(OCC(=O)OCC(=O)Nc2cc(S(=O)(=O)N3CCOCC3)ccc2Cl)ccc1Cl | 2% | i | 1% | -1% | -4% | 5 | 3% | -7% | 0%
O=C(Cn1nc2ccccc2n1)N/N=C/c1ccc(F)cc1 | 9% | i | ? | -25% | -6% | 18 | -25% | 4% | -6%
O=C(C1=NOC(CNc2ncc(C(F)(F)F)cc2Cl)C1)N1CCOCC1 (configuration not stated) | 1% | i | -1% | -11% | -1% | 22 | 8% | 0% | 2%
CCCCOC(=O)NCN1C(=O)C2C3C=CC(C3)C2C1=O (configuration not stated) | 7% | ? | 17% | 17% | -1% | 26 | -7% | -4% | 3%
Cc1cc(C)c2c(=O)[nH]c(SCC(=O)N(C)C)nc2n1 | -18% | i | 14% | 3% | -6% | 23 | -2% | ? | 2%
O=C(O)C1C(c2ccccc2)=C1c1ccc(Br)cc1 (configuration not stated) | 11% | i | 0% | 2% | / | 0 | -47% | / | /
CCN(CC(=O)Nc1ccc(NC(C)=O)cc1)C(=O)c1cccc(-n2cccc2)c1 | -21% | i | 3% | 4% | 5% | -16 | -10% | -1% | -5%
CCOc1ccc(S(=O)(=O)c2c[nH]c3ccc(C)cc3c2=O)cc1 | 15% | i | 0% | -4% | -6% | 0 | -39% | 11% | -5%
COc1ccc(NC(=S)NCCSc2ccc(C)cc2)c(OC)c1 | 0% | i | -11% | ? | 25% | ? | -31% | ? | -3%
Cc1cc(Br)ccc1NC(=O)CN(C)C(=O)CN1C(=O)NC(C)(C2CC2)C1=O (configuration not stated) | 4% | i | 2%[9.24 µM] | -6% | 3% | 19 | 4% | -2% | 2%
COc1ccc([N+](=O)[O-])cc1NC(=O)Cn1ccc(C(F)(F)F)n1 | 8% | i | 0% | -8% | -2% | 35 | -27% | -12% | ?
Cc1ccc(C2(C)NC(=O)N(CC(=O)Nc3ccc(N4CCOCC4)cc3N3CCOCC3)C2=O)cc1 (configuration not stated) | 3% | i | -1% | 4% | ? | -1 | -1% | -4% | 3%
Cc1c(NS(=O)(=O)c2ccc(F)cc2)c(=O)n(-c2ccccc2)n1C | 2% | i | 18% | 26% | -1% | -17 | -14% | ? | -6%
CCC(=O)c1c[nH]c(C(=O)NCc2cccc(C(F)(F)F)c2)c1 | 1% | i | 1% | -7% | -5% | 2 | -2% | -7% | -13%
O=C(CCl)NC(=O)NC12CC3CC(CC(C3)C1)C2 | -2% | ? | -25% | 0% | / | -69* | -97% | ? | ?
O=C(NCc1ccccc1)N[C@@H](Cc1ccccc1)C(=O)O | 0% | i | -1%[9.24 µM] | -8% | -2% | 40 | -8% | 0% | -1%
Cc1cccc(-c2nc(CSCC(=O)NCc3cccs3)c(C)o2)c1 | -13% | i | 17% | -10% | 6% | -23 | -14% | ? | -5%
CCn1c(COc2ccc3ccccc3c2C)nnc1SCC(=O)Nc1cccc(C(=O)O)c1 | / | i | 2% | -8% | 2% | -11 | -38% | 1% | -7%
O=C1OC(/C(=C\Nc2ccccc2)[N+](=O)[O-])c2ccccc21 (configuration not stated) | 18% | i | ? | ? | -1% | -104* | -32% | -1% | 0%
COc1cccc(CNc2ccc([N+](=O)[O-])cc2C)c1 | -4% | i | -16% | -3% | ? | -1 | -3% | 1% | 11%
CCOC(=O)C1=C(C)NC2(O)c3ccccc3C(=O)C12O (configuration not stated) | 0% | ? | 10% | -1% | -2% | -6 | 3% | 0% | -12%
Cc1cc(C)n(C(=O)Cn2nc(C)c(Cl)c2C)n1 | -9% | i | 2% | 20% | -63%[inhibitor] | -9 | -9% | 3% | 1%
CN1C(=O)SC(Nc2ccc(F)cc2)C1=O (configuration not stated) | -5% | i | 8% | 3% | -9% | -10 | -16% | 0% | -3%
Cc1c(NC(=O)c2ccccc2F)c(=O)n(-c2ccccc2)n1C | -19% | i | -3% | -3% | -3% | -15 | -9% | ? | -2%
Cc1nc2cc3sc(C)nc3cc2s1 | -3% | i | 12% | 16% | -12% | -22 | 1% | -2% | 13%
CC1=C/C(=N\S(=O)(=O)c2ccccc2)C(C(C)C)=CC1=O | 11% | i | -9% | ? | -14% | 5 | -11% | 5% | -14%
CC(CNCC1CCCO1)COc1ccccc1 (configuration not stated) | 3% | i | 13% | 3% | -30% | -2 | -36% | ? | 0%
FC(F)(F)c1cc(C(F)(F)F)c2ccc(Oc3ccccc3)nc2n1 | -2% | i | 13% | 0% | -4% | 7 | -10% | 4% | -3%
CC(C)(C#CC(O)(c1ccccc1)c1ccccc1)N1CCCCC1 | -6% | i | -10% | -10% | -2% | -15 | -24% | 4% | /
O=C(CSC1=NC(=O)C(c2ccccc2)C(=O)N1)Nc1ccccc1[N+](=O)[O-] (configuration not stated) | 7% | i | 12% | 1% | -11% | -11 | 2% | -7% | 1%
O=C(Nc1nc2ccc(F)cc2s1)c1cccs1 | -2% | ? | -2% | -26% | -14% | -1 | -30% | -1% | 97%[activator][11.3 µM]
O=C(NCc1cccnc1)c1ccccc1Br | 3% | i | 1% | -2% | -9% | 16 | -4% | 11% | 5%
CC1Cc2ccccc2N1C(=O)CSc1nnnn1Cc1ccccc1 (configuration not stated) | ? | i | -17% | -20% | ? | -13 | -30% | ? | -2%
CCCNc1cc(=S)nc(N)[nH]1 | -5% | i | 1% | 1% | -8% | -17 | -4% | 6% | 6%

Looked up by compound from the entries so far:
SMILES | KB-3-1 cytotox | S2 tox | HT1080NT lethal | HT1080 IDH1KD tx | SW480 rereplic | IL-1B inflam inh | HepG2 tox | MCF10A rereplic | ATXN2 expr inh
CC(C)(C#CC(O)(c1ccccc1)c1ccccc1)N1CCCCC1 | -6% | i | -10% | -10% | -2% | -15 | -24% | 4% | /
FC(F)(F)c1cc(C(F)(F)F)c2ccc(Oc3ccccc3)nc2n1 | -2% | i | 13% | 0% | -4% | 7 | -10% | 4% | -3%
O=C(CSC1=NC(=O)C(c2ccccc2)C(=O)N1)Nc1ccccc1[N+](=O)[O-] (configuration not stated) | 7% | i | 12% | 1% | -11% | -11 | 2% | -7% | 1%
CC1Cc2ccccc2N1C(=O)CSc1nnnn1Cc1ccccc1 (configuration not stated) | ? | i | -17% | -20% | ? | -13 | -30% | ? | -2%
